# ABCB6 inh MLPCN: ABCB6 transporter inhibitors, primary screen, K562-ABCB6 cells, flow cytometry, MLPCN library | 360,000 tested, 0.19% active | fluorescence ratio to DMSO, % at 10 µM | K562-ABCB6 porphyrin accumulation, 1 h; active compounds read low | ATP-binding cassette sub-family B member 6 (Homo sapiens), Q9NP58;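 active = fluorescence ratio to DMSO below 75%, the collection mean minus 3 SD; inconclusive = too few cells collected in the well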;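 note: signal is porphyrin accumulated inside mitochondria; 100% equals median channel fluorescence of DMSO control wells; lower ratio means ABCB6 inhibition with less porphyrin fluorescence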
# Target sequence (Q9NP58 whole entry, looked up): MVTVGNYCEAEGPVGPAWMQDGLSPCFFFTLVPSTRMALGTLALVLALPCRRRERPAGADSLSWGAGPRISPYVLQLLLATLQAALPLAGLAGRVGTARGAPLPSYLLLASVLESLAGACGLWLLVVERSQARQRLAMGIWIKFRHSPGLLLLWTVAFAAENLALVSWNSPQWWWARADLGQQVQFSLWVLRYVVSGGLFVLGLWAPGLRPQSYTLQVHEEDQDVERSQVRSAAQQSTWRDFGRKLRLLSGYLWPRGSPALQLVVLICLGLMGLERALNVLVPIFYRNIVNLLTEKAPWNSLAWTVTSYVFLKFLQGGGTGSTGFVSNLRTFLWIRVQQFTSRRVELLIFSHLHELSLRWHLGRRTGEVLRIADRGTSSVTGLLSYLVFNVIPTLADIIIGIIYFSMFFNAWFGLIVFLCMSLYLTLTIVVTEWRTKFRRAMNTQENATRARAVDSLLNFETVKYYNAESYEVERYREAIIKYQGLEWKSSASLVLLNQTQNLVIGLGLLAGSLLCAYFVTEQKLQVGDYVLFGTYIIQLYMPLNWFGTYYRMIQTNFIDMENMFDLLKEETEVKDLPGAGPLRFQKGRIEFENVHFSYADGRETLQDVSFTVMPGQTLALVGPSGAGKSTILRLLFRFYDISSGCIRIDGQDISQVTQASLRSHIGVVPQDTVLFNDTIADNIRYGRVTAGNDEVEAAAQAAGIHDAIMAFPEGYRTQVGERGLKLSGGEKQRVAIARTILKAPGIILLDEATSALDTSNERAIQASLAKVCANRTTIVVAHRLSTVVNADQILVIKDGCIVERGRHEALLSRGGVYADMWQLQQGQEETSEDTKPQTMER
# CaV13 ICDI inh: Primary screen for inhibitors of IQ motif and Ca2+-dependent inactivation inhibitor domain binding in CACNA1D, Förster resonance energy transfer in living cells, … | HEK cells, CFP/YFP FRET ICDI-IQ, plate reader, 10 min; percent FRET-ratio fall versus neutral wells | inhibition, % at 12.3 µM | 340,000 tested, 0.098% active | AID 743397;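 active = mean replicate inhibition of at least 30% and at least 1% of replicates passing that level; inconclusive = only one of the two criteria is met; inactive = neither criterion is met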;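 note: 0% = median of the neutral control wells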
# m5-HT2A agonist: mouse Htr2a agonists via beta-arrestin recruitment, primary screen, cell-based, luminescence; activation, % at 7.6 µM; 360,000 tested, 0.66% active; CHO-K1 mHTR2A beta-arrestin complementation; percent of 30 µM serotonin response; AID 624169, 2012; 5-hydroxytryptamine receptor 2A (Mus musculus), P35363;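 active = activation above a run cutoff, the mean activation of all tested compounds plus 3 SD, cut at about 14% in these data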;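 note: 0% = plate median of compound wells and 100% = 30 µM serotonin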
# Vif imaging: HIV Vif self-association inhibitors, primary screen, imaging, HEK293T, single point. HEK293T cells, Vif self-association by quenched fluorescence, 24 h. inhibition, % at 7.49 µM. 340,000 tested, 0.35% active. AID 602346, 2012; in the data active = inhibition above about 50%, passing the limit was not always enough; inconclusive = no clear call, values can overlap the other calls; inactive = below about 31%; note: some results filed as inactive read as strong as hits
# PDI turbidity: inhibitors of human PDI, primary screen, biochemical, turbidity, single point, plate reader. inhibition, % at 10 µM. 350,000 tested, 0.052% active. PDI insulin aggregation turbidity, A650, 90 min. Protein disulfide-isomerase (Homo sapiens), P07237;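 active = mean inhibition across replicates of 30% or more, whatever share of single replicates reach that level; inconclusive = mean inhibition below 30% while every single replicate reaches 30%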;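 note: absorbance from insulin aggregation driven by PDI reduction with DTT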
# Glyco luc inh: increase of ERlucT glycosylation luciferase signal, primary screen, N-linked glycosylation inhibitor project, D54 ERlucT cells, luminescence, set 2; D54 ERlucT glycosylation luciferase reporter, 24 h; percent of 100 nM tunicamycin response; reporter increase, % at 12.5 µM; 360,000 tested, 0.23% active;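 active = mean luciferase reporter signal, scaled so untreated is 0 and the glycosylation-blocking control 100, at or above a set limit in every replicate; inconclusive = mean reaches the limit but not every replicate does; inactive = mean below the limit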;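 note: luciferase carries N-glycosylation sites so blocking glycosylation raises the light; 0% = median of neutral control wells and 100% = median of 100 nM tunicamycin wells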
# H9c2 protect: cardioprotection against H2O2-induced cell death, primary screen, uHTS, H9c2 cells, ATPLite luminescence | H9c2 cardiomyocytes, H2O2 injury protection, 2 h | protection from H2O2 cell death, % at 20 µM | 360,000 tested, 0.63% active | AID 588492, 2011;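 active = compounds giving at least 50% protection of heart cells from peroxide-induced death in the single-dose screen, raw or plate-pattern-corrected value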;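 note: 0% = DMSO wells with peroxide and 100% = DMSO wells without peroxide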
# MC4R ag barr: MC4R agonists recruiting beta-arrestin, primary screen, cell-based, luminescence, agonist arm of biased-ligand search; Melanocortin receptor 4 (Homo sapiens), P32245; U2OS MC4R beta-arrestin complementation; percent of melanotan II response, DMSO zero; activation, % at 8.9 µM; AID 540308, 2011; 360,000 tested, 0.98% active;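 active = activation above a per-plate cutoff, the mean activation of sample wells on that plate plus 3 SD, cut at about 8% in these data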
# MC4R antag cAMP: MC4R antagonists of cAMP signaling, primary screen, cell-based, TR-FRET, antagonist arm of biased-ligand search; Melanocortin receptor 4 (Homo sapiens), P32245; 360,000 tested, 0.48% active; MC4R-expressing cells, MTII-stimulated cAMP, LANCE TR-FRET; inhibition, % at 6.5 µM; AID 540295, 2011;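 active = inhibition above its plate's cutoff, the mean of tested wells on that plate plus 3 SD, cut at about 29% in these data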;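 note: 0% = Melanotan II alone and 100% = Melanotan II plus saturating MCL0020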
#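 Test system: U2OS cells stably expressing human melanocortin 4 receptor (MC4R); also added: Melanotan II challenge; compound: 6.5 µM single dose; timing: 30-min compound preincubation, 1-h Melanotan II challenge, 1-h detection, room temperature; signal: Eu-cAMP/anti-cAMP TR-FRET, emission 671 nm; repeats: one well per compound, no replicates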
# aDG glyco up: activators of alpha-DG glycosylation, primary screen, uHTS, Pro5-aDG cells, AlphaScreen | activation, % at 10 µM | alpha-DG glycosylation AlphaScreen (IIH6); 0% Pro5, 100% B10-LARGE cell signal | 360,000 tested, 0.22% active;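 active = activation of at least 8% versus controls, or a plate z-score of at least 8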;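 note: Pro5 are CHO cells carrying HIG-tagged alpha-DG that lacks glycosylation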
# * = called active by the depositor; ? = inconclusive; / = not tested or not shown; & = joins results of further samples; ! = a repeat was not active.
# Every second line gives: ABCB6 inh MLPCN	Glyco luc inh	aDG glyco up	CaV13 ICDI inh	H9c2 protect	MC4R ag barr	Vif imaging	m5-HT2A agonist	PDI turbidity	MC4R antag cAMP
COc1ccc(CN(C)CC(=O)Nc2ccc(N3CCOCC3)cc2)cc1OC
 : 93	-1	0.1	-4	5	-1.5	-4	2	4	1
COC(=O)N/N=C/c1cc(C)n(-c2ccc(F)cc2)c1C
 : 101	-1	-0.1	-6	-13	-0.2	30	-2	-23	-7
CCN=c1scc(-c2ccc3c(c2)NC(=O)CO3)n1N=C1CCCC1
 : 105&102	-6&-2	2.2&1.4	-7	-17&-27	0.5&-0.7	54*!	8&3	4&-3	9&4
O=C(CN(C(=O)c1csnn1)c1ccccc1F)NCc1ccccc1
 : 97	2	-0.1	-3	4	1.6	-15	-5	0	28
CCN(CC(=O)Nc1ccc(NC(C)=O)cc1)C(=O)C1(c2ccc(Cl)cc2)CCC1
 : 97	-3	0.0	-7	6	-1.6	-2	4	14	13
COc1ccc(N2CCN(c3ncccn3)CC2)cc1
 : 106	-1	-0.3	-6	6	0.8	-1	0	-4	1
CN(CCc1ccccc1)C(=O)CCc1nnc(Cc2ccc3c(c2)OCO3)o1
 : 95	/	0.2	-2	12	-2.6	/	-4	-7	2
CCCCc1c(O)nc(SCC(=O)N2CCCCC2)n(-c2ccccc2C)c1=O
 : 97	2	0.1	-9	-1	-2.2	23	6	0	2
CCOC(=O)CCCCCC(=O)Nc1ccc2c(c1)C(=O)N([C@H](C)CO)C[C@H](C)[C@H](CN(C)C(=O)C1CCCCC1)OCCCC[C@@H](C)O2
 : 92	1	-0.2	-4	-2	-1.4	1	8	11	14
CC(C)CN1C(=O)C(=O)N(CC(=O)Nc2cc(Cl)ccc2Oc2ccccc2)C1=O
 : 103	1	0.5	2	-5	2.9	-3	-2	0	3
COc1ccc(/C=C(/NC(=O)c2cccs2)C(=O)N2CCOCC2)cc1OC
 : 90	3	1.1	-3	3	-2.6	10	-2	-13	5
Cc1ccc(S(=O)(=O)NCc2ccc(C(=O)N3CCCC3)cc2)cc1
 : 99	-3	-0.4	-4	2	0.8	3	-2	0	10
O=C1C2N=NN(CC(=O)N3N=C(c4cccc5ccccc45)CC3c3ccccc3)C2C(=O)N1c1ccccc1 (stereo not drawn)
 : 96	1	-0.3	/	-3	-1.2	-2	2	-4	15
COc1cccc(N2CCN(C(=S)NCCc3ccccc3)CC2)c1
 : 90	0	0.0	-2	0	0.5	-5	-6	13	7
COC(=O)[C@@H](Cc1ccccc1)N(Cc1ccccc1)S(=O)(=O)N(Cc1ccccc1)[C@H](Cc1ccccc1)C(=O)OC
 : 94	-12	1.0	-12	-3	-1.5	-3	-7	-1	0
Cc1cc2n(n1)C(c1ccc3c(c1)OCO3)Nc1ccccc1-2 (stereo not drawn)
 : 97	3	0.5	-5	4	-0.3	-19	1	0	21
O=C(CSc1nnc(Cc2ccccc2)o1)NC1CC2CCC1C2 (stereo not drawn)
 : /	0	0.2	/	-3	-1.8	1	-5	21	-5
COc1ccccc1NC(=O)c1ccc2nc(-c3ccccc3)c(-c3ccccc3)nc2c1
 : 97	3	0.2	-4	4	-0.5	-6	-3	-2	-2
COCCCNC(=O)c1c[nH]c2ccc(S(=O)(=O)N(C)c3ccccc3C)cc2c1=O
 : 98	-1	0.1	-18	0	2.2	-8	-8	3	8
CC(C)[C@H](NC(=O)Nc1ccc(Oc2ccccc2)cc1)C(=O)O
 : 107	1	0.0	-5	-11	-0.9	1	6	0	9
CC(C)OCCCNc1nc2c([nH]1)c(=O)n(C)c(=O)n2C
 : 86	1	-0.2	-8	6	0.5	-2	1	-3	8
Cc1ccc(C(=O)c2cc(C)sc2NC(=O)CN2CCN(C(=O)c3ccco3)CC2)cc1
 : 94	-6	0.8	-6	0	-1.1	-8	-6	1	11
CN1C(=O)c2ccccc2N(C)C1c1cccs1 (stereo not drawn)
 : 98	2	0.0	/	6	0.1	36	5	9	-6
COc1ccc(S(=O)(=O)N2CCN(CC(=O)Nc3ccc(F)c(F)c3)CC2)cc1
 : 102	1	0.1	/	-6	-0.3	24	-3	9	-4
Cc1ccc(C2C(C(=O)c3cccs3)=C(O)C(=O)N2c2cccc(C)n2)cc1 (stereo not drawn)
 : 101	-1	0.1	-16	8	-1.1	-8	-1	-5	15
CCn1nnnc1SCC(=O)Nc1ccc2c(c1)OCCO2
 : 96	-7	0.2	-4	7	-2.5	11	3	2	3
Cc1ccc(S(=O)(=O)N2CCCOC2CNC(=O)C(=O)NC2CCCCC2)cc1 (stereo not drawn)
 : 96	-1	-0.1	-13	5	-0.3	-8	3	-2	7
O=C(NCc1cccnc1)C1COc2ccccc2O1 (stereo not drawn)
 : 101	1	0.1	/	-4	2.7	9	5	-4	-7
CCOC(=O)c1cccc(NC(=O)c2cccnc2)c1
 : 99	2	0.2	-8	-4	0.0	-8	-1	-4	3
Cc1cc(C)cc(NC(=O)CCn2ccnc2C)c1
 : 98	-1	0.0	/	-5	-0.2	2	-11	0	3

# Some of these compounds in order of the MC4R ag barr value, rising:
structure	MC4R ag barr
COc1ccc(/C=C(/NC(=O)c2cccs2)C(=O)N2CCOCC2)cc1OC	-2.6
CC(C)[C@H](NC(=O)Nc1ccc(Oc2ccccc2)cc1)C(=O)O	-0.9
CN1C(=O)c2ccccc2N(C)C1c1cccs1 (stereo not drawn)	0.1

# Results in ABCB6 inh MLPCN, MC4R antag cAMP and H9c2 protect (2 entries from above):
Molecule	ABCB6 inh MLPCN	MC4R antag cAMP	H9c2 protect
CC(C)CN1C(=O)C(=O)N(CC(=O)Nc2cc(Cl)ccc2Oc2ccccc2)C1=O	103	3	-5
COc1ccc(/C=C(/NC(=O)c2cccs2)C(=O)N2CCOCC2)cc1OC	90	5	3

# Next entries follow.
# Every second line gives: ABCB6 inh MLPCN	Glyco luc inh	aDG glyco up	CaV13 ICDI inh	H9c2 protect	MC4R ag barr	Vif imaging	m5-HT2A agonist	PDI turbidity	MC4R antag cAMP
O=C(NCCCCO)c1ccc2c3c(cccc13)CC2
 : 98	-2	0.2	-6	-1	0.6	-3	-1	8	11
COc1cc(/C=N/NC(=O)c2ccc(CSc3nc4ccccc4[nH]3)cc2)cc(OC)c1OC
 : 97	21	-0.1	-5	20	0.4	0	-3	-1	25
C=CCC1(CC=C)CCCN1C(=O)c1cc(COc2cncc(Cl)c2)on1
 : 91	-6	3.3	/	-14	1.8	-13	4	2	20
O=C(NCCc1c[nH]c2ccccc12)c1c(Cl)nc2sccn12
 : 110	4	0.0	-4	-12	3.3	/	-7	5	-10
Nc1nc(-c2ccccc2)c(-c2ccccc2)n1N
 : 156	1	0.5	-4	-2	0.6	-14	-1	-1	1
C/C=C/c1cccc(-c2nc(C(=O)NC3CCCC3)cc3c2[C@@H](CCO)N(S(=O)C(C)(C)C)C3)c1 (stereo partly drawn)
 : 128	0	0.0	-4	11	/	/	2	/	/
COc1cc2c(cc1OC)CN(C(=O)c1cc(Cl)nc(Cl)c1)CC2
 : 103	1	-0.1	-4	-4	0.6	6	4	11	-4
CC(Oc1ccc2c3c(c(=O)oc2c1)CCCC3)C(=O)NCCCn1ccnc1 (stereo not drawn)
 : 100	-1	0.0	-7	1	-1.7	11	-2	2	-1
CC(=O)c1c(Cl)nc2ccc(Br)cc2c1-c1ccccc1
 : 98	-2	0.0	-2	-10	2.9	13	-5	-4	2
Cc1ccc(SCC(=O)NC2CC3CCC(C2)N3C)cc1 (stereo not drawn)
 : 100	-2	-0.1	-4	3	1.4	?	-4	-5	2
CC1=NOC(=O)/C1=C\c1ccc(-c2ccc(Br)cc2C(=O)O)o1
 : 106	3	0.5	-3	4	-1.6	-5	1	-5	27
O=C(NCCCC(NC(=O)OCc1ccccc1)C(=O)O)OCc1ccccc1 (stereo not drawn)
 : 97	-1	-0.3	2	2	-1.4	-4	6	0	-2
CC(=O)c1ccc(S(=O)(=O)NCCC(=O)OCC(=O)N2CCCC2=O)cc1
 : 97	2	0.0	-5	-2	-2.7	-2	3	2	17
O=C(Nc1ccccc1)c1cnc(-c2ccccc2)nc1-c1ccccc1
 : 90	4	0.3	-6	-5	6.7	-20	-5	3	6
O=C(c1ccco1)N1CCN(C(=O)c2cnn(-c3ccc(Cl)cc3)c2C2CCNCC2)CC1
 : 102	1	-0.2	-3	-5	-5.6	2	3	6	5
C[C@H]1CCCCO[C@H](CN(C)CC2CCCCC2)[C@@H](C)CN([C@@H](C)CO)C(=O)c2cc(NS(=O)(=O)c3ccccc3)ccc2O1
 : 100	-4	0.3	-2	-4	-0.3	5	-5	9	7
Cc1ccc(OCCC(=O)OCC(=O)NC(=O)NC2CCCCC2)cc1
 : 103	2	0.3	-5	-6	6.4	-2	-2	9	-6
CCOC(=O)CCNc1n[nH]c(=O)[nH]c1=O
 : 104	1	-0.2	/	10	-0.8	-45	7	-3	2
COc1cccc(NC(=O)Nc2ccc3c(c2)CCC3)c1
 : 104	-3	0.0	-6	-9	2.5	7	-4	-16	-5
CCc1ccc(-c2nc(SCC(=O)NC3CCS(=O)(=O)C3)n[nH]2)cc1 (stereo not drawn)
 : 100	0	-0.1	-2	-8	-3.5	4	-3	1	11
CC(C)(C)OC(=O)NCCCC[C@H](NC(=O)c1nc[nH]c1C(=O)NCC(=O)OCc1ccccc1)C(=O)OC(C)(C)C
 : 92	1	0.1	-3	8	-0.8	4	8	0	6
O=c1[nH]c2cc3c(cc2cc1CN(Cc1ccc2c(c1)OCO2)Cc1nnnn1CC1CCCO1)OCO3 (stereo not drawn)
 : 101	0	0.1	-9	6	-0.9	/	1	0	7

# Compound activity deposited in PubChem by several laboratories.

# Compounds were not picked by outcome. About 3.6% of those tested had a hit in this group.
